From PubChem
TGFb inhibitor – TGF-b pathway inhibition; actives 1.2% (n = 410,000); HepG2 CAGA-GFP TGF-b/SMAD3 reporter, GFP fluorescence, 18 h; TGF-beta stimulated, 500 pg/mL final; Potency, µM (doses to about 46.1 µM), inactives show at the highest dose activity, negative = inhibition, hits mostly inhibitors; also: potency is read from the fitted curve at half-maximal effect; % is scaled to controls: 0 for no effect and ±100 for the full control effect; nearly all actives have a fitted effect of over 65% in size
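HEPG2 CAGA-GFP reporter cells (1000/well, DMEM with 1% FBS) received compounds, then recombinant TGF-beta at 500 pg/mL final for 18 hours at 37 degrees C. Per-cell GFP summed per well was normalised to unstimulated and stimulated DMSO controls before curve fitting.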
Nrf2 activator – activates Nrf2 signaling. Potency, µM (doses to about 46.1 µM), without a hit: top-dose activation, most hits filed as activators. actives 0.31% (n = 410,000). AID 624171. AREc32 ARE-luciferase reporter (MCF7-derived line), luminescence, 24 h; also: potency is read from the fitted curve at half-maximal effect; % of control where 0% means no effect; nearly all actives have a fitted effect of over 65% in size
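Luminescent ARE reporter assay in AREc32_Fluc cells: overnight plating at 37 deg C, 24 hr compound incubation, Steady-Glo added, 30 min RT before reading.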
Nrf2 inh – blocks Nrf2 signaling; A549 ARE-Fluc reporter, luciferase luminescence, 18-24 h; actives 2.1% (n = 360,000); Potency, µM (series often up to 46 µM), inactives show at the top dose activity change, negative = inhibition, hits mostly inhibitors; AID 504444; also: potency is read from the fitted curve at half-maximal effect; % is scaled to controls: 0 for no effect and ±100 for the full control effect; nearly all actives have a fitted effect of over 60% in size
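Reporter: ARE-Fluc in A549. Exposure: 18-24 h, 37 °C, 5% CO2, 5% FBS OPTI-MEM. Readouts: fluorescent cytotoxicity (CellTiter-Fluor), then luminescent Nrf2 signal after BugLite.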
HepG2 tox – HepG2 cytotoxicity, counter-screen for TGF-b inhibitors; HepG2 CAGA-GFP viability, ATP luminescence, 18 h; actives 0.76% (n = 410,000); Potency, µM (series often up to 46.1 µM), for the others: top-dose activity change, negative = cytotoxicity, hits mostly cytotoxic; also: potency is read from the fitted curve at half-maximal effect; some results filed as inactive show a strong effect at the top dose
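HepG2 CAGA-GFP cells (1000/well, DMEM with 1% FBS) received compound, then TGF-beta at 500 pg/mL final, and were incubated 18 hours at 37 degrees C. Viability was read by CellTiter-Glo luminescence. Media-only wells were set as complete cell-killing and DMSO as no toxicity.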
Abeta rescue – A-beta toxicity reversal in yeast | Potency, µM (highest dose often 46.1 µM), for the others: top-dose growth rescue, most hits filed as activators | actives 0.063% (n = 410,000) | yeast expressing A-beta42, growth rescue, OD600, 48 h; response scale: 0% DMSO, 100% iron-clioquinol control | AID 1347071; also: potency is read from the fitted curve at half-maximal effect; nearly all actives have a fitted effect of over 55% in size
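Yeast A-beta toxicity model in growth medium with pinned compounds, 48 h at 30 C; growth read as absorbance at 600 nm. Normalized to FeCl3/clioquinol equimolar mix (positive) and DMSO (negative).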
A549 viability – A549 cytotoxicity, counter-screen for Nrf2 inhibitors; Potency, µM (titrated, usually from 46 µM), without a hit: at the top dose activity change, negative = cytotoxicity, usual class: inhibitors; A549 ARE-Fluc cells, CellTiter-Fluor viability, 18-24 h; actives 0.16% (n = 390,000); also: potency is read from the fitted curve at half-maximal effect; % is scaled to controls: 0 for no effect and ±100 for the full control effect
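A549 ARE-Fluc cells in 5% FBS OPTI-MEM, 5000 cells/well, rested 2 h then exposed to compounds in concentration-response for 18-24 h at 37 °C. Viability by CellTiter-Fluor fluorescence (Ex 405/Em 525) after 30 min; luciferase luminescence (BugLite, 15 min, RT) read afterwards.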
CCT chaperon mod – modulators of cytosolic chaperonin (CCT/TRiC) activity | actives 0.3% (n = 360,000) | activity change, % (no concentration beside the values), hits read low | purified chaperonin ATPase assay, HTRF ADP detection, 30 min | AID 651819; in the data active = activity change below about -30%; also: % is scaled to controls: 0 for no effect and ±100 for the full control effect
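First, chaperonin was dispensed at 40 nM or 20 nM final depending on batch activity. Next, compounds were pinned at 76 uM and ATP added at 10 uM. After 30 min at 37 °C, ADP detection reagents ran 30 min at ambient temperature.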
pAkt inh – blocks phosphorylation of Akt. actives 0.32% (n = 360,000). AID 651550. activity change, % for hits at 50 µM. Neuro2A IGF-stimulated pAkt S473 HTRF, 20 min; stronger effect = lower value; in the data active = activity change below about -80%; inconclusive = mostly about -51% to -80%; also: % is scaled to controls: 0 for no effect and ±100 for the full control effect
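Neuro2A cells (4,500/well, DMEM with 0.5% FBS) were treated with compound at a single 50 µM final concentration, stimulated with 6 nM IGF for 20 min at 37 °C, and lysed. Phospho-Akt Ser473 was read by HTRF as 665/615 ratio ×10^4.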
Mm-Cpn inhibitor – M. maripaludis TRiC chaperonin inhibition | Potency, µM (series often up to 76.9 µM), for inactives: top-dose activity, negative = inhibition, usual class: inhibitors | purified Mm-Cpn ATPase, ADP Transcreener TR-FRET | actives 0.031% (n = 330,000); also: potency is read from the fitted curve at half-maximal effect; % is scaled to controls: 0 for no effect and ±100 for the full control effect; nearly all actives have a fitted effect of over 80% in size
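Reaction buffer contained 30 mM Tris pH 7.4, 100 mM KCl, 5 mM MgCl2 and 1 mM DTT. Mm-CPN (25 nM final) hydrolysed 10 uM ATP over 30 min at 37°C; ADP was read by HTRF.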
The depositor's hits bear a star; i = inactive; ? = inconclusive; . = not tested or not shown; & = joins results of further samples; [ ] = remark or other dose. Unless noted, calls follow the shape of the dose curve; as a rule, active = well fitted curve in the direction sought with a large enough effect; inconclusive = small, poorly fitted or top-dose-only effect, or another doubt; inactive = no such curve, though single readings can be large; an effect the other way counts as inactive or inconclusive.

Each structure is followed by: TGFb inhibitor	Nrf2 activator	Nrf2 inh	HepG2 tox	Abeta rescue	A549 viability	CCT chaperon mod	pAkt inh	Mm-Cpn inhibitor
COc1ccc(CNC(=O)Cn2nc(C(F)(F)F)c3c2CCC3)cc1
  -25%	-0.9%	5%	-5%	15%	-4%	0.1	.	2%
CCSc1ncnc2c(C#N)c3n(c12)CCCCC3
  -12%	2.4%	.	-25%	-51%[inhibitor]	6%	-5.7	i	-4%
Cc1ccccc1-c1ccccc1CN1[C@@H](C(C)C)COCCS1(=O)=O
  ?	5.7%	?	-11%	1%	?	0.4	i	-4%
CC(C)C(=O)NNc1ccccc1
  4%	1.1%	13%	-20%	8%	8%	-17	i	0%
Cc1cc(C)c(NC(=O)CSc2nnc3[nH]c(=O)cc(C)n23)c(C)c1
  -1%	0.7%	.	-9%	-9%	0%	.	.	.
COc1cc(NS(=O)(=O)c2ccc(NC(=O)COc3ccc(C)cc3)cc2)nc(OC)n1
  0%	-0.8%	8%	7%	-7%	-7%	0.4	i	-1%
COC(=O)C1=C(C)NC(=O)CC1c1cccc(OC)c1OC (stereo not given)
  21%	0.0%	-20%	-21%	1%	-10%	0.2	i	1%
COc1ccc(-n2nc(C(=O)NCC(=O)N3CCOCC3)c3ccccc3c2=O)cc1Cl
  4%	-0.4%	8%	-14%	9%	-1%	0.1	i	0%
Cc1c(C(=O)O)oc2ccc3c(c12)C(O)CC(C)(C)O3 (stereo not given)
  1%	-0.1%	3%	0%	24%	1%	-6.8	i	0%
Cc1nc(-c2ccc(-n3nncc3-c3ccco3)cc2)cs1
  -21%	-0.2%	-29%	0%	-3%	15%	-0.8	i	0%

Gathered by group, the entries above with a halogen (two)
Each structure is followed by: TGFb inhibitor	Nrf2 activator	Nrf2 inh	HepG2 tox	Abeta rescue	A549 viability	CCT chaperon mod	pAkt inh	Mm-Cpn inhibitor
COc1ccc(CNC(=O)Cn2nc(C(F)(F)F)c3c2CCC3)cc1
  -25%	-0.9%	5%	-5%	15%	-4%	0.1	.	2%
COc1ccc(-n2nc(C(=O)NCC(=O)N3CCOCC3)c3ccccc3c2=O)cc1Cl
  4%	-0.4%	8%	-14%	9%	-1%	0.1	i	0%

Looked up by structure from above (2):
Each structure is followed by: TGFb inhibitor	Nrf2 activator	Nrf2 inh	HepG2 tox	Abeta rescue	A549 viability	CCT chaperon mod	pAkt inh	Mm-Cpn inhibitor
Cc1c(C(=O)O)oc2ccc3c(c12)C(O)CC(C)(C)O3 (stereo not given)
  1%	-0.1%	3%	0%	24%	1%	-6.8	i	0%
Cc1nc(-c2ccc(-n3nncc3-c3ccco3)cc2)cs1
  -21%	-0.2%	-29%	0%	-3%	15%	-0.8	i	0%

(listing goes on)
Each structure is followed by: TGFb inhibitor	Nrf2 activator	Nrf2 inh	HepG2 tox	Abeta rescue	A549 viability	CCT chaperon mod	pAkt inh	Mm-Cpn inhibitor
CCN1CCN(c2ncnc3c2cnn3-c2ccc(C)c(C)c2)CC1
  2%	4.5%	.	-4%	-32%	6%	.	.	.
CCOc1ccc(OCCCC(=O)NC2=NCCS2)cc1
  -15%	-0.4%	-2%	-1%	-4%	.	-2.8	i	-4%
CCOC(=O)C(Oc1ccc(=O)n(-c2ccccc2)n1)C(C)=O (stereo not given)
  1%	-0.5%	7%	1%	-9%	6%	1.2	i	-4%
COC(=O)c1cc(N/C(N)=N/c2nc(C)cc(C)n2)cc(C(=O)OC)c1
  -2%	0.0%	.	-25%	6%	.	2.4	i	.
O=c1c2ccccc2oc2nc3n(c(=O)c12)CCCS3
  -11%	-0.4%	-3%	1%	-12%	4%	-0.1	i	2%
CC1=CC(C)[C@@H]2COC(c3ccc(O)cc3)[C@H]1C2C (stereo not given in full)
  -7%	0.3%	4%	-8%	3%	-1%	-0.9	i	-2%
NC(=O)c1ccc(NC(=O)COc2cccc3c2CCNC3=O)cc1
  -22%	-0.3%	11%	4%	-25%	-4%	-0.1	i	-1%
COc1cc(SC)ccc1C(=O)Nc1cccc(S(=O)(=O)NC2=NCCCCC2)c1
  ?	-0.4%	-15%	0%	0%	-9%	2.2	i	0%
O=C1c2oc3ccccc3c(=O)c2C(c2ccccc2)N1Cc1ccc2c(c1)OCO2 (stereo not given)
  22%	0.5%	.	6%	-7%	-2%	.	.	.
Nc1c(C(=O)NCc2ccccc2)nnn1Cc1cccc(Cl)c1
  ?	-1.0%	10%	-2%	17%	-10%	-0.9	i	2%
Cc1ccc2nc(N(CCCN(C)C)C(=O)c3ccc(S(=O)(=O)N4CCOCC4)cc3)sc2c1
  -4%	-1.8%	?	-13%	9%	2%	1.4	i	0%
O=[N+]([O-])c1ccc(O)c(Nc2ncnc3ccccc23)c1
  1%	25%	12%	22%	-6%	2%	-1.0	i	1%
N#C/C(=C\C=C\c1ccccc1[N+](=O)[O-])C(=O)NCc1ccccc1
  13µM*	?	?	-130%	-11%	-9%	-3.5	i	-3%
COc1ccc(OCC(O)Cn2c(N3CCCCC3)nc3c2c(=O)n(C)c(=O)n3C)cc1 (stereo not given)
  2%	0.2%	-21%	-3%	-6%	0%	0.6	i	0%
NS(=O)(=O)c1ccc(CCNC(=O)CSCC(=O)Nc2ccc(Cl)cc2)cc1
  -6%	0.3%	-18%	-7%	20%	-1%	-2.9	i	1%
COCCCNC(=O)CN1CCN(Cc2ccc(Cl)cc2)C1=O
  -21%	-1.4%	-8%	2%	-3%	-1%	-3.0	i	0%
C[C@H](CO)N1C[C@H](C)[C@H](CN(C)Cc2ccc(Oc3ccccc3)cc2)Oc2ccc(NC(=O)Nc3cccc4ccccc34)cc2CC1=O
  ?	6.8%	3%	-18%	1%	-9%	-1.7	i	-6%
CC(C)CC(NC(=O)OC(C)(C)C)C(=O)NC(C(=O)NC(C)C(N)=O)C(C)C (stereo not given)
  -7%	0.2%	5%	4%	13%	2%	-2.2	.	-1%
CC(C)Cn1c(N)c(C(=O)COC(=O)Cc2cccs2)c(=O)n(C)c1=O
  -7%	0.3%	-14%	34%	9%	-1%	-0.7	i	-1%
COc1cccc(NC(=O)C/C(C)=N/NC(=O)C2CCCCC2)c1
  -1%	2.5%	4%	6%	11%	-1%	-1.8	i	-1%
CC1CCCCN1C(=O)/C(=C\c1ccccc1)c1ccccc1 (stereo not given)
  -3%	-0.1%	.	-21%	-6%	13%	-0.4	i	1%
Cn1c(SCc2nnc3n2CCCCC3)nc2ccccc21
  12%	-0.4%	4%	-1%	-7%	-2%	0.0	i	0%
O=c1nc(-c2ccccc2)nc(-c2ccccc2)[nH]1
  1%	19%	-4%	0%	10%	-3%	-8.0	i	0%
Cc1ccc(Nc2nc(C(=O)NCc3ccco3)cs2)cc1
  3%	14%	9.2µM*	-3%	-10%	.	-3.7	i	-1%
O=C(CCSCc1cccc(F)c1)NCCc1ccccc1
  0%&0%	2.4%&1.0%	6%	-28%&-2%	2%&1%	2%&12%	-2.8	i	-1%
COCCNC(=O)C1CCCN(C(=O)C2(c3ccc(Cl)cc3)CCCC2)CC1 (stereo not given)
  2%	-0.1%[9.22 µM]	.	2%	6%	.	-0.1	i	.
CC(C)(C)C(=O)Nc1cccc2[nH]ncc12
  13%	-0.7%	-4%	-21%	10%	1%	-4.7	i	-1%
CCCCC1CCC(c2nc(-c3cccnc3)no2)CC1 (stereo not given)
  12%	-0.2%	.	-19%	7%	-2%	-1.5	i	-1%
CCOc1ccccc1CN1CCN(C2CCC2)CC1CCO (stereo not given)
  1%	-0.4%	1%	0%	9%	-3%	0.8	i	2%
C=C1CSc2nc(=O)c3c4c(sc3n21)CCC4
  -5%	-0.6%	-5%	-15%	-14%	-3%	0.5	-115%*	-1%
COc1ccc(Nc2cc(C)nc3c(C)cccc23)cc1OC
  -9%	2.2%	7%	-18%	20%	?	3.3	i	-6%
COc1ccc(/C=N/NC(=O)CCc2nc3ccccc3[nH]2)cc1
  -3%	3.1%	4%	0%	-20%	9%	-0.3	i	-1%
COc1ccc2nc(NC(=O)c3cccnc3SC)sc2c1
  -6%	?	?	-12%	2%	1%	1.9	i	2%
CCN(CC)Cc1c(O)ccc2c(C)c(CC(=O)OC)c(=O)oc12
  -17%	0.3%	4%	5%	1%	?	-1.1	i	-13%
COc1ccc(C(=O)NCC(=O)NCCc2c[nH]c3ccccc23)cc1OC
  6%	-0.7%	3%	0%	-3%	4%	0.7	i	0%
COc1ccc(Cl)cc1S(=O)(=O)N1CCN(Cc2ccc3c(c2)OCO3)CC1
  1%	-0.1%	-25%	-27%	10%	15%	-2.2	i	0%
CC1(C(=O)Nc2cnc3ccccc3c2)CCN1Cc1ccc(-c2ccccc2)o1 (stereo not given)
  ?	?	.	-26%	-12%	.	-1.3	i	.
CCOc1ccc(-c2nc(C#N)c(N3CCOCC3)o2)cc1
  1%	0.0%	?	-11%	-4%	0%	-0.1	i	-2%
O=S(=O)(NC1CCCC1)c1ccccc1Cl
  0%	-0.2%	10%	-1%	0%	1%	1.9	i	0%
Cc1c(N(C)S(=O)(=O)c2cc(C(=O)NCC3CCCO3)ccc2Cl)c(=O)n(-c2ccccc2)n1C (stereo not given)
  4%	0.2%	-6%	-4%	-11%	11%	1.6	i	1%
